Source: PubChem (several laboratories)
MBD2 DNA inh: inhibitors of human MBD2 binding to methylated oligonucleotide. hit rate 0.31% among 370,000. Q9UBB5. TR-FRET. inhibition, % at 4.4 µM; in the data active = inhibition above about 13%
rCAG RNA binder: binds r(CAG) RNA repeats; hit rate 1.3% among 370,000; inhibition, % at 3 µM; r(CAG) RNA repeat, TO-PRO-1 dye displacement fluorescence;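 active = inhibition above the plate cutoff, the mean of all test compounds on that plate plus 3 SD, cut at about 35% in these data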;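 note: 0% = DMSO alone and 100% = 100 µM mitoxantrone as full dye displacement; higher means more dye released from RNA so lower well fluorescence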
HTRA1 inh: inhibitors of human serine peptidase HTRA1 | recombinant HTRA1, FP-rhodamine activity-based probe, fluorescence polarization | inhibition, % at 5.96 µM | hit rate 0.5% among 340,000; in the data active = inhibition above about 36%;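 note: 0% = enzyme with DMSO and 100% = wells lacking enzyme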
GC-B act: GC-B (human) receptor activation; hit rate 0.11% among 370,000; activation, % at 10 µM; P20594; HEK293-GC-B cells, CNP EC30, cGMP TR-FRET; 0% at EC30 CNP, 100% saturating CNP;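 active = activation at 10 µM reaching about 35% in either raw or pattern-adjusted values, limit read from the data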
Target sequence (P20594 whole entry, looked up): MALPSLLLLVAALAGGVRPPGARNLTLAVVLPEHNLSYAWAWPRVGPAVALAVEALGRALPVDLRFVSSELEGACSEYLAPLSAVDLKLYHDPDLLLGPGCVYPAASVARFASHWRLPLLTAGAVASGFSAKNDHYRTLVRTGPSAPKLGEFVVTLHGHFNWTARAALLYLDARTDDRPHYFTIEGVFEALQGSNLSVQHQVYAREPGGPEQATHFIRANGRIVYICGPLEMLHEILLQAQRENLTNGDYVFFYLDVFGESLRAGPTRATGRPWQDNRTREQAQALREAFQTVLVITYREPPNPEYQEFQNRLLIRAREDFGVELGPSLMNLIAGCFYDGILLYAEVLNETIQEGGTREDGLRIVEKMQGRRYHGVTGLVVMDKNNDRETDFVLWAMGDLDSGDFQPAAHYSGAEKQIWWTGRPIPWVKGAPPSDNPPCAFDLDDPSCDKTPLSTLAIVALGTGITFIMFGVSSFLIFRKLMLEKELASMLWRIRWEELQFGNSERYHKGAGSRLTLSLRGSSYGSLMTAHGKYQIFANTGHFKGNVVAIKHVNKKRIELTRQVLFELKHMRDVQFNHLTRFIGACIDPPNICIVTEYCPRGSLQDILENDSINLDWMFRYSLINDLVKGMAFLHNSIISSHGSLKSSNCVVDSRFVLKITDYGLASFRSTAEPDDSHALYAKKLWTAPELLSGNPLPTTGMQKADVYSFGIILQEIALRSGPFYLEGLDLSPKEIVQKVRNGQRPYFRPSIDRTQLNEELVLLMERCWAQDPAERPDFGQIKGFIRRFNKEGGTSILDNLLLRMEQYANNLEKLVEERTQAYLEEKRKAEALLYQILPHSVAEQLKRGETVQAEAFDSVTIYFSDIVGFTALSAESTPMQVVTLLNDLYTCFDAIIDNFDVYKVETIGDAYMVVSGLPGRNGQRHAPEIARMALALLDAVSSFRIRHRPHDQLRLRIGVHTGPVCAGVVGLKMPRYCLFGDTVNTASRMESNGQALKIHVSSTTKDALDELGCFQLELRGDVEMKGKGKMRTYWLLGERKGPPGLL
PRMT1 inh: inhibitors of human PRMT1; Q99873; recombinant PRMT1, activity-based probe fluorescence polarization; inhibition, % at 2.79 µM; hit rate 1.3% among 370,000;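 active = inhibition above about 21% made by adding two undisclosed values, limit read from the data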
UHRF1 MBD2 ctr: UHRF1 methyl-DNA binding inhibition; Q96T88; UHRF1 binding to methylated oligo, TR-FRET; inhibition, % at 4.4 µM; hit rate 0.75% among 370,000; AID 687016; in the data active = inhibition above about 21%;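 note: UHRF1 SRA domain binding a hemimethylated CpG hairpin DNA probe; 0% = median of test compound wells and 100% = reference inhibitor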
SIAE inh: blocks human sialic acid acetylesterase. Q9HAT2. SIAE FP-Rh probe binding, fluorescence polarization. inhibition, % at 9.66 µM. hit rate 0.69% among 370,000;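 active = inhibition above a cutoff: mean of compounds within the control limits plus 3 SD of those, cut at about 17% in these data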;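 note: 0% = plate median of compound wells and 100% = probe without SIAE protein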
GC-A act: GC-A (human) enzyme activation. HEK293 GC-A cells, cGMP TR-FRET, EC30 ANP; 0% at EC30 ANP, 100% saturating ANP. activation, % at 10 µM. hit rate 0.14% among 370,000. AID 1671463; in the data active = activation above about 40%
ABHD4 inh: inhibitors of mouse ABHD4; Q8VD66; purified mABHD4, FP-Rh probe fluorescence polarization; hit rate 0.54% among 370,000; inhibition, % at 8.92 µM;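 active = inhibition exceeding the mean over every tested compound plus 3 SD, cut at about 30% in these data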;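 note: 0% = plate median of compound wells and 100% = S159A mutant with DMSO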
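Assay system: Wild-type mouse ABHD4 protein | Medium: HEPES pH 7.0 buffer, 150 mM NaCl, 0.01% Pluronic F-127 | Incubation: Enzyme–compound pre-incubation 45 min, then probe 60 min, both 25 °C | Technique: Fluorescence polarization with parallel and perpendicular emission, 525/598 nm | Evaluation: % inhibition of FP-Rh probe binding versus controls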
TCR-CD3 inh: human TCR-CD3 binding inhibition. TAMRA-labeled TCR probe fluorescence, biochemical. inhibition, % at 9.4 µM. hit rate 0.37% among 360,000. AID 651800; in the data active = inhibition above about 19%;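 note: recombinant mutant TCR 2C K166C tagged with TAMRA read by polarization; 0% = receptor in buffer alone and 100% = receptor with positive control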
Starred values were filed as active, the others as inactive; nt = not tested or not shown. A portion of the library; the hit share may differ from the screen's.

SMILES | MBD2 DNA inh | rCAG RNA binder | HTRA1 inh | GC-B act | PRMT1 inh | UHRF1 MBD2 ctr | SIAE inh | GC-A act | ABHD4 inh | TCR-CD3 inh
COc1cccc(C(=O)C2CCCN(Cc3c(C)n(C)n(-c4ccccc4)c3=O)C2)c1 (stereo not given) | 1 | -2 | 4 | 6 | -5 | 4 | -11 | 0 | -9 | -1
COc1ccc(C(=O)CNc2ccccc2C#N)cc1 | 0 | 4 | -6 | 1 | 2 | 2 | -4 | -7 | -5 | 1
COc1cccc(NC(=O)Nc2ccc(C)c(Cl)c2)c1 | 2 | 9 | -12 | 5 | 4 | 5 | -6 | -8 | -16 | -1
CSCC[C@H](NC(=O)[C@@H]1Cc2ccccc2CN1)C(=O)NC1CCCCC1 | -1 | -7 | -5 | 1 | 5 | 2 | 1 | 8 | 4 | -4
O=C1NC[C@H](Cc2ccc(O)cc2)N(C[C@@H]2CCCN2C[C@H](Cc2ccc(O)cc2)N2C[C@H](Cc3ccccc3)N(CCc3ccccc3)C(=O)C2=O)C1=O | -3 | 8 | nt | 6 | -5 | 10 | -4 | 0 | -5 | 1
Clc1cccc(-c2ccnc3nc(-n4cccc4)nn23)c1 | -4 | 7 | -12 | 5 | 0 | -1 | -8 | 7 | -13 | -5
Cc1ccc(Sc2sc(=O)n(C)c2S(=O)(=O)c2ccc(C)cc2)cc1 | -2 | 1 | -4 | 3 | 4 | 1 | -6 | 5 | -6 | -6
Cc1cc(N2CC(C(=O)Nc3nccs3)CC2=O)ccc1C(C)C (stereo not given) | 4 | -4 | -8 | -4 | -6 | 0 | -4 | -4 | -2 | 0
COc1ccc(NC(=O)c2ccccc2-c2ccccc2)c(C)c1 | -3 | -3 | 1 | 2 | 4 | 4 | 5 | -6 | 9 | 3
c1ccc(Nc2ccc3c4c(cccc24)CC3)cc1 | -9 | 8 | -3 | -8 | 3 | -2 | -21 | 4 | -54 | -26
O=C(NCCN1CCNCC1)c1ccccc1O | 3 | -2 | nt | 0 | -2 | 3 | 0 | 1 | -8 | -7
O=C(Nc1cc(Cl)ccc1Oc1ccccc1)C1=COCCO1 | -1 | -1 | -18 | -4 | 4 | 2 | 2 | 0 | -8 | -3
O=P(c1cccs1)(c1cccs1)c1cccs1 | 1 | 1 | 2 | 2 | -1 | 0 | 9 | 4 | -2 | 2
CCn1c(SCC(=O)Nc2ccc(C(C)=O)cc2)nc2nc3c(cc2c1=O)CCCC3 | -2 | 3 | 0 | 1 | 1 | 1 | -2 | 3 | -1 | -3
Cc1cccc(N(C(=O)Nc2ccc(Cl)cc2)C2=NCC(C)S2)n1 (stereo not given) | 1 | -1 | 3 | -2 | 1 | 1 | -1 | -2 | 0 | -1
N#Cc1ccccc1NC(=O)COC(=O)CCc1ccccc1 | -3 | 3 | 4 | 0 | 0 | 1 | 0 | 9 | -1 | -5
Cc1ccc(C(O)c2ccc(-n3ccnc3)cc2)cc1 (stereo not given) | 4 | -4 | -2 | -7 | 3 | 11 | -5 | 1 | -1 | 2
CCc1ccc(Oc2cc(Cl)nc(N)n2)cc1 | -1 | 0 | 0 | -3 | 1 | 1 | -8 | 3 | -9 | 3
CCOC(=O)Nc1ccc(S(=O)(=O)Nc2nccc(C)n2)cc1 | -3 | 3 | -4 | 3 | 3 | 3 | 0 | 0 | 2 | -3
O=C(CCn1c2c(c3ccccc31)CCCC2)NNC(=O)c1ccccc1Cl | 0 | 6 | 4 | 4 | 3 | 3 | -3 | -3 | -12 | -5
CCOC(=O)c1cc2sc(C)cc2n1CC(=O)Nc1ccc2c(c1)OCCO2 | 3 | 2 | -7 | 0 | -1 | -3 | -3 | -4 | -3 | 5
COc1ccc(CCNc2nc(C)nc3c2nnn3Cc2ccccc2)cc1OC | 6 | -11 | -6 | 0 | 2 | 2 | -3 | 7 | -1 | -3
CN(C)C(=O)Nc1ccccc1CC[N+](=O)[O-] | -4 | 3 | 4 | 4 | -1 | -2 | -1 | -2 | 6 | 10
NS(=O)(=O)c1ccc(N/N=C/c2ccccc2Br)cc1 | 4 | 2 | -11 | -26 | 2 | 16 | -8 | -60 | 5 | 2
Cc1cccc(C(=O)NCC(=O)OCCOc2ccccc2Cl)c1 | -9 | -6 | -6 | -9 | -1 | -5 | -3 | 1 | -4 | 4
NC(=O)c1ccccc1NC(=O)CN1CCCCCC1 | -1 | 0 | 4 | 4 | 1 | -1 | 5 | 3 | 2 | -3
CCOC(=O)/C(=N\Nc1ccc(C(C)=O)cc1)c1csc(Nc2ccccc2)n1 | 5 | 6 | 5 | 2 | -2 | 2 | 7 | 2 | 6 | 11
COc1ccccc1-n1c(COc2ccccc2-c2ccccc2)nnc1SCC(=O)c1c(N)n(C)c(=O)n(C)c1=O | 8 | 2 | -17 | 2 | -1 | 0 | -5 | -1 | 0 | 8
Cn1cc(-c2ccc(C(=O)NCc3cccc(Cl)c3)c3occc23)cn1 | 2 | 4 | nt | 1 | 2 | 0 | 0 | -1 | -14 | 2
CN(C)c1oc(-c2ccccc2Cl)nc1S(=O)(=O)c1ccccc1 | 0 | -1 | -9 | -2 | 2 | 0 | -4 | -4 | 2 | 6
OCCC1CN(Cc2cccs2)CCN1Cc1ccccc1 (stereo not given) | 2 | -3 | 1 | 1 | 3 | 5 | -6 | 0 | 0 | 5
O=C(CN1CCOc2ccccc21)N1CCN(c2cccc(Cl)c2)CC1 | 0 | 7 | 16 | -7 | 1 | -7 | 6 | -11 | 11 | 1
O=C(Nc1c(C(=O)Nc2cccc(F)c2)oc2ccccc12)c1ccc2c(c1)OCO2 | 4 | -1 | -6 | 2 | 1 | 3 | -10 | 22 | -3 | 0
COc1ccc(/C=C/C(=O)OCC(=O)NC2CCCCCC2)cc1 | 1 | 0 | -2 | -3 | 2 | -3 | -1 | 0 | -5 | 1
COc1ccc(NC(=O)Cc2nnc(SCC(=O)Nc3cc(C)ccc3OC)n2C)cc1 | 0 | -4 | -8 | -6 | 3 | -1 | 2 | -4 | 6 | 2
C[C@H](CO)N1C[C@H](C)[C@H](CN(C)Cc2ccccc2)Oc2ncc(Br)cc2C1=O | 2 | 0 | 1 | -1 | -1 | 5 | 7 | -6 | 7 | -7

Reformatted with two lines to a compound: 3 of the compounds above.
Every second line gives: MBD2 DNA inh | rCAG RNA binder | HTRA1 inh | GC-B act | PRMT1 inh | UHRF1 MBD2 ctr | SIAE inh | GC-A act | ABHD4 inh | TCR-CD3 inh
> O=C(CN1CCOc2ccccc21)N1CCN(c2cccc(Cl)c2)CC1
  0 | 7 | 16 | -7 | 1 | -7 | 6 | -11 | 11 | 1
> O=C(Nc1c(C(=O)Nc2cccc(F)c2)oc2ccccc12)c1ccc2c(c1)OCO2
  4 | -1 | -6 | 2 | 1 | 3 | -10 | 22 | -3 | 0
> COc1ccc(/C=C/C(=O)OCC(=O)NC2CCCCCC2)cc1
  1 | 0 | -2 | -3 | 2 | -3 | -1 | 0 | -5 | 1

Carrying on.
SMILES | MBD2 DNA inh | rCAG RNA binder | HTRA1 inh | GC-B act | PRMT1 inh | UHRF1 MBD2 ctr | SIAE inh | GC-A act | ABHD4 inh | TCR-CD3 inh
CC(SCC(=O)O)c1nc2ccccc2[nH]1 (stereo not given) | -2 | 8 | 13 | 0 | -5 | 0 | 6 | 1 | -5 | -4
COc1ccc(CCNC(=O)COC(=O)Cc2c[nH]c3ccccc23)cc1OC | -5 | 4 | 4 | 3 | 1 | 0 | 1 | -1 | 2 | 3
Cc1cc(C)nc(SCC(=O)Nc2ncccn2)n1 | 3 | -1 | nt | 1 | -3 | 5 | -2 | 1 | -3 | 0
CCC(C)[C@H](NC(=O)OC(C)(C)C)c1nnc(SCc2c(C)[nH]c(=O)[nH]c2=O)o1 (stereo not given in full) | -4 | -3 | -2 | -3 | -1 | -1 | 5 | 2 | 4 | -1
O=C(COC(=O)Cc1ccsc1)Nc1ccc(Br)cc1F | 2 | -2 | -2 | -4 | -2 | -3 | -3 | 4 | -5 | 3
Cc1cc2c(c(=O)o1)[C@@]1(C(=O)Nc3ccccc31)C1=C(CCCC1=O)O2 | 0 | 1 | nt | 3 | -1 | 2 | -4 | 3 | -4 | 5
O=c1ccc(Oc2nc(N3CCOCC3)nc(N3CCOCC3)n2)nn1-c1ccccc1 | 2 | -5 | -7 | 0 | -1 | 3 | 7 | -1 | 0 | 3
CCCCOc1ccccc1C(=O)N(Cc1ccc(C)o1)C1CCS(=O)(=O)C1 (stereo not given) | 3 | -7 | -2 | -11 | -1 | 3 | 2 | -10 | 5 | 5
CCn1nc(C(=O)OCC(=O)NCC(C)C)c2ccccc2c1=O | 1 | -5 | 5 | 0 | 1 | -1 | 1 | 0 | 1 | -1
O=c1[nH]cccc1-c1nc2ccccc2n1Cc1ccccc1F | 1 | -2 | -3 | -2 | 1 | -1 | -1 | 0 | -1 | 6
Cc1n[nH]c(=O)n1-c1cccc(C(F)(F)F)c1 | 2 | -5 | -1 | 6 | -1 | 0 | 12 | -1 | 3 | 3
O=C(O)c1ccc(Cl)c(NC(=O)C2CCCN2S(=O)(=O)c2cccc3nsnc23)c1 (stereo not given) | -5 | 13 | -1 | -2 | -2 | 5 | 3 | 0 | -7 | -6
CC(NC(=O)c1cc(-c2ccc3c(c2)OCO3)nc2ccccc12)C(C)(C)C (stereo not given) | -3 | 5 | 2 | 2 | -2 | 0 | 0 | -4 | 1 | -1
Cc1ccc(NC(=O)CCN2C(=O)c3ccccc3Sc3ncccc32)cc1 | -4 | -3 | 2 | 0 | -2 | -2 | 4 | -10 | 0 | 4
COc1ccc(NS(=O)(=O)c2ccc(N3CCN(CCO)CC3)c([N+](=O)[O-])c2)cc1 | -1 | 1 | 3 | -1 | -5 | 2 | 4 | -4 | 6 | -2
COc1ccc(C)cc1S(=O)(=O)N1CCN(Cc2ccccc2)CC1 | 0 | 3 | -1 | -1 | -2 | 1 | -3 | -5 | 3 | 0
CCOC(=O)C1=C(C)Nc2ccccc2N=C1NC(=O)Cc1ccc(Br)cc1 | -7 | 1 | 11 | 1 | -2 | -5 | 6 | -2 | 1 | 5
O=C(CN1CCCCCC1)Nc1cccc(NC(=O)CN2CCCCCC2)c1 | 3 | -2 | 6 | -3 | -5 | 1 | -1 | 1 | 0 | 2
Cc1ccnc(NS(=O)(=O)c2ccc(NC(=O)C3CCCCC3C(=O)O)cc2)n1 (stereo not given) | 3 | 4 | 5 | 4 | -2 | -3 | 8 | 2 | 1 | 5
c1ccc(CC2CCN(C(c3cccs3)c3nnnn3C3CCCC3)CC2)cc1 (stereo not given) | 4 | -2 | -1 | 0 | 1 | 3 | -7 | -2 | -8 | -5
COCCN(C(=O)c1ccco1)c1nnc(-c2ccc(OC)cc2)s1 | 5 | -2 | -18 | 1 | 1 | -1 | 0 | 5 | -3 | 7
COc1cc2cc(CN(CCO)C(=O)c3cccs3)c(=O)[nH]c2cc1OC | 5 | 1 | 2 | 4 | -1 | 2 | -3 | -2 | 5 | 1
Cc1csc(NC(=O)c2nn(C)c(C)c2[N+](=O)[O-])n1 | 3 | 9 | 1 | 1 | -1 | 4 | 0 | 4 | 2 | 0
NC(=O)c1ccc(NC(=O)CCCc2nc(-c3ccccc3Cl)no2)cc1 | 3 | 3 | 0 | -7 | 5 | -2 | -7 | -1 | -3 | 2
COc1ccc(N(C(=O)c2snc(C(N)=O)c2N)C(C(=O)NC2CCCC2)c2cccs2)c(OC)c1 (stereo not given) | -2 | 7 | -10 | -7 | -1 | -1 | -4 | -41 | -7 | -3
Cc1ccc(Cn2c(C)c(C(=O)NCc3ccccc3C(F)(F)F)sc2=O)cc1 | -10 | -2 | nt | 0 | -4 | 0 | -13 | -1 | -25 | 11
